uPA generation – qHTS for Inhibitors of Cell Surface uPA Generation | cell surface uPA generation assay, qHTS | hit rate 0.31% among 330,000 | AID 540303, 2011 | Potency, µM (top dose mostly 38.3 µM), for the others: top-dose activity change, negative = inhibition, usual class: inhibitors; active = well fitted inhibition curve with a large enough effect; inconclusive = small, poorly fitted or top-dose-only effect; inactive = no such curve, though single readings can be large or run the other way; tested in mouse RAW 264.7 cells; also: % is scaled to controls: 0 for no effect and ±100 for the full control effect; nearly all actives have a fitted effect of over 55% in size
BRCA1 expr up – qHTS Assay to Identify Small Molecule Activators of BRCA1 Expression; hit rate 1.1% among 380,000; MCF7-BRCA1-FFLuc reporter, luminescence, 48 h; response scale: scaled: vehicle 0%, 10 µM genistein 100%; AID 624202, 2012; Potency, µM (top dose mostly 46.1 µM), without a hit: top-dose activation, hits mostly activators; also: nearly all actives have a fitted effect of over 80% in size; some results filed as inactive show a strong effect at the top dose
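Cells: MCF7-BRCA1-FFLuc, 2000/well. Exposure: 48 h, 37 °C, 5% CO2. Read: luminescence, 15 min post-substrate. Controls: genistein 10 microM (maximal activation), DMSO (neutral).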
ELG1 genotoxic – qHTS screen for small molecules that induce genotoxicity in human embryonic kidney (HEK293T) cells expressing luciferase-tagged ELG1. hit rate 1.3% among 330,000. Potency, µM (highest dose often 46 µM), for the others: top-dose activity change, positive = activation, usual class: activators. HEK293T ELG1-luciferase reporter, luminescence, 16 h; also: % of control where 0% means no effect; nearly all actives have a fitted effect of over 60% in size
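Screening used a luciferase reporter fused to human ELG1 in HEK293T cells. Luminescence was read on a CCD plate imager after 16 hr exposure and 30 min ONE-Glo incubation.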
NPC1 prom act – qHTS Assay for NPC1 Promoter Activators. Huh7 NPC1 promoter luciferase reporter, 24 h. Potency, µM (highest dose often 9.22 µM), for inactives: at the highest dose activation, actives largely listed as activators. hit rate 2.4% among 320,000. AID 485313, 2010;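 also: % of control where 0% means no effect; nearly all actives have a fitted effect of over 60% in size; reporter is driven by a mutant NPC1 promoter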
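Huh7 cells stably carrying NPC1 promoter–luciferase, plated in Opti-MEM with 10% FBS for 2 h, were exposed to compound in DMSO for 24 h at 37 °C; luciferase reagent was added for 10 min and luminescence read.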
RORg inh – qHTS for inhibitors of ROR gamma transcriptional activity. Nuclear receptor ROR-gamma (Mus musculus), P51450. Drosophila S2 Gal4-RORgamma UAS-luciferase reporter, 20 h. Potency, µM (titrated, usually from 53.6 µM), for the others: top-dose activity change, negative = inhibition, hits mostly inhibitors. hit rate 5.4% among 310,000; also: % is scaled to controls: 0 for no effect and ±100 for the full control effect; nearly all actives have a fitted effect of over 60% in size
Target sequence (P51450 whole entry, looked up, the tested form may be a part): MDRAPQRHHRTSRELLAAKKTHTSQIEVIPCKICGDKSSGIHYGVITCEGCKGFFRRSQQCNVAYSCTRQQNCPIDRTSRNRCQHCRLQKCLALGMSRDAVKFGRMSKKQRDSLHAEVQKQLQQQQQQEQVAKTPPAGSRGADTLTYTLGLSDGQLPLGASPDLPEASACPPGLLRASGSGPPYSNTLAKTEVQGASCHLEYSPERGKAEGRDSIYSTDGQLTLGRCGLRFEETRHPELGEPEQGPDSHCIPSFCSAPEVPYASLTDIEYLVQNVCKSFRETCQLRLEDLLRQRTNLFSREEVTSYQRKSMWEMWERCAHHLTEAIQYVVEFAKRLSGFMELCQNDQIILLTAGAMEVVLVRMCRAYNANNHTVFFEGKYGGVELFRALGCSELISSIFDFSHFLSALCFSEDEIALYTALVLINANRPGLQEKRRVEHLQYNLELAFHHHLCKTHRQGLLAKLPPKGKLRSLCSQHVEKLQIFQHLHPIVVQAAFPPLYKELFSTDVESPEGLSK
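In this cell-based reporter format, copper sulfate (700 uM final) drives Gal4–ROR gamma fusion expression from a metallothionein promoter in Drosophila Schneider cells; compounds preincubated 1 hr, reporter read after 20 hr at ambient temperature.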
MBNL1-CUG inh – qHTS Assay for Inhibitors of MBNL1-poly(CUG) RNA binding; hit rate 0.036% among 280,000; AID 2675, 2010; Muscleblind-like protein 1 (Homo sapiens), Q9NR56; Potency, µM (series often up to 57.5 µM), for inactives: at the highest dose activity change, negative = inhibition, hits mostly inhibitors; TR-FRET MBNL1-His/biotin-(CUG)12 binding, 665/545 ratio; active = well fitted inhibition curve with a large enough effect in the signal ratio, with a control signal flat, not every such curve was filed as active; inconclusive = small, poorly fitted or top-dose-only effect, or effect the other way, or a change in a side signal; inactive = no such curve, though single readings can be large or run the other way; the % refers to the signal ratio; also: % is scaled to controls: 0 for no effect and ±100 for the full control effect
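Ratiometric TR-FRET (665 over 545 nm, excitation 340 nm) tracks disruption of MBNL1-His/biotin-(CUG)12 complex after 60 min at room temperature, with compounds at 92 nM to 58 uM final.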
Rab9 prom act – qHTS Assay for Rab9 Promoter Activators; Potency, µM (top dose mostly 9.22 µM), inactives show at the top dose activation, negative = inhibition, actives largely listed as activators; hit rate 2.8% among 320,000; Huh7 Rab9 promoter-luciferase reporter, luminescence, 24 h; also: % of control where 0% means no effect; nearly all actives have a fitted effect of over 60% in size
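Huh7 reporter line, Rab9 promoter upstream of luciferase. Compound exposure 24 h at 37 °C in reduced-serum medium with 10% FBS. Read-out: luminescence.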
Gal4-VP16 FLuc – VP16 counterscreen qHTS for inhibitors of ROR gamma transcriptional activity; Drosophila S2 Gal4-VP16 UAS-luciferase, luminescence, 20 h; Potency, µM (series often up to 53.6 µM), for the others: top-dose activity, negative = inhibition, most hits filed as inhibitors; hit rate 3.5% among 310,000; AID 2546, 2010;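 also: Gal4-VP16 expression switched on by copper sulfate through the metallothionein promoter; % is scaled to controls: 0 for no effect and ±100 for the full control effect; nearly all actives have a fitted effect of over 50% in size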
p53 reactivator – qHTS assay for re-activators of p53 using a Luc reporter | Potency, µM (titrated, usually from 92.2 µM), for inactives: top-dose activity change, positive = activation, actives largely listed as activators | H1299 p53-A138V BP100-luciferase reporter, luminescence, 24 h | hit rate 0.063% among 320,000; also: % of control where 0% means no effect; nearly all actives have a fitted effect of over 45% in size
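H1299 (p53-null), stable ts p53-A138V + BP100-Luc; 1000 cells/well, Opti-MEM/10% FBS; cpd 4 pt, 1:5; 24 h, 37 deg C, 5% CO2; detection reagent 10 min RT; luminescence.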
FLuc counter – qHTS profiling assay for firefly luciferase inhibitor/activator using purifed enzyme and Km concentrations of substrates (counterscreen for miR-21 project) | purified FLuc, Km substrates, luminescence inhibition | Potency, µM (titrated, usually from 57.5 µM), inactives show at the highest dose activity change, negative = inhibition, actives largely listed as inhibitors | hit rate 6.9% among 360,000;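 also: plate controls were vehicle for no effect and reference inhibitor for full effect; nearly all actives have a fitted effect of over 55% in size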
Target sequence (P08659 whole entry, looked up): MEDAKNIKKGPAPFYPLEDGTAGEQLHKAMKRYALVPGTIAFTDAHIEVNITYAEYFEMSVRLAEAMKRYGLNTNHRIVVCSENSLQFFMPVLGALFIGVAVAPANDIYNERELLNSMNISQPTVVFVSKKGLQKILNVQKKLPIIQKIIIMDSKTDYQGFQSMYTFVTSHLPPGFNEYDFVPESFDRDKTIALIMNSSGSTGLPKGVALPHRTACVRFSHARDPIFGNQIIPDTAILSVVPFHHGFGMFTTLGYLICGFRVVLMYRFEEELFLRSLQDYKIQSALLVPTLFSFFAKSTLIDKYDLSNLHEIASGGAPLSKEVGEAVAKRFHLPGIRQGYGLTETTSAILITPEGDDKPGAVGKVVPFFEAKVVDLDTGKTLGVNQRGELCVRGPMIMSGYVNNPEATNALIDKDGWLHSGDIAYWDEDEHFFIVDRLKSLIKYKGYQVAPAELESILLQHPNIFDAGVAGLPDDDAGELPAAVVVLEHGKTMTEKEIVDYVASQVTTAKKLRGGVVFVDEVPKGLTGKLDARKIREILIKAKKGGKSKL
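Biochemical qHTS of compounds, final roughly 60 µM downward over six points, against 10 nM purified firefly luciferase using Km concentrations of substrates (10 uM D-luciferin, 10 uM ATP) in Tris acetate pH 7.5 buffer; luminescence output.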
Starred values were filed as active, the others as inactive; ? = inconclusive; . = no result given; [ ] = another dose, or the depositor's remark. Unless noted, calls follow the shape of the dose curve; as a rule, active = well fitted curve in the direction sought with a large enough effect; inconclusive = small, poorly fitted or top-dose-only effect, or another doubt; inactive = no such curve, though single readings can be large; an effect the other way counts as inactive or inconclusive. Potency is read from the fitted curve at half-maximal effect.

SMILES | uPA generation | BRCA1 expr up | ELG1 genotoxic | NPC1 prom act | RORg inh | MBNL1-CUG inh | Rab9 prom act | Gal4-VP16 FLuc | p53 reactivator | FLuc counter
CN(CC(=O)Nc1ccccc1C(F)(F)F)C(=O)c1cc(-c2cccs2)nn1-c1ccccc1 | 0% | -28% | -6% | -1% | . | . | 2% | . | -6% | -1%
CCNC(=O)Nn1c(-c2ccccc2)nc2ccccc2c1=O | -2% | -13% | -5% | -5% | -6% | ? | 1% | ? | 10% | -4%
CC(C)(C)c1ccc(/C=N/NC(=S)NC2CCCCC2)cc1 | -2% | -91% | 4% | -5% | 1.1µM* | 15% | 0% | 3.2µM* | ? | ?
CCCCSCCCNC(=O)Nc1ccc(C)c(C)c1 | 1% | -15% | -3% | 1% | 24% | -4% | -3% | -3%[10 µM] | 2% | -14%
COc1cc(-c2nnc(NC(=O)CS(=O)(=O)c3ccc(F)cc3)o2)cc(OC)c1OC | -8% | -14% | 4% | 0% | . | . | -3% | . | 3% | 3%
O=C(NCc1ccc2c(c1)OCO2)c1ccc(CS(=O)(=O)c2cccc(C(F)(F)F)c2)o1 | 3% | -7% | -1% | 1% | 24% | -3% | -4% | -5% | -13% | 6%
CCn1cc(/C=C2/SC(=S)NC2=O)c(C)n1 | 8% | 11% | -2% | -2% | 14% | ? | -15% | 6% | 9% | ?
CCOC(=O)N1CCN(C(=O)c2ccc(Cn3c(=S)[nH]c4cc5c(cc4c3=O)OCO5)cc2)CC1 | . | -71% | -7% | -2% | -42% | -4% | 1% | ? | 13% | 3%
O=C(NCCCCc1ccccc1)Nc1cccc(F)c1 | -8% | ? | 0% | -1% | ? | -4% | 10% | -14% | -11% | ?
Cc1cc(Cl)ccc1NC(=O)CCC(=O)N/N=C/c1cc([N+](=O)[O-])ccc1O | 4% | -55% | 7% | -6% | ? | 3% | 2% | -2% | -1% | -13%
COc1ccc(N2C(=O)CC(N3CCCCC3)C2=O)cc1 (stereo not given) | 5% | -8% | -2% | 1% | -109% | -4% | -1% | ? | 1% | -2%
O=C(CSc1nnc(-c2c[nH]c3ccccc23)o1)N(Cc1ccccc1)c1ccc(F)cc1 | -21% | -77%[inhibitor] | -12% | -2% | ? | -8% | -2% | -8% | 10% | -11%
CCCCCn1c(SCc2cccc(C)c2)nc2c1c(=O)[nH]c(=O)n2C | -8% | -15% | -4% | -1% | -10% | 5% | -1% | 2% | -5% | 0%
NC(=O)CNC(=O)[C@@H]1CC2(CC(c3ccc(Cl)cc3)=NO2)CN1C(=O)c1ccccc1 (stereo not given in full) | 11% | 17% | -2% | -1% | 2% | -4% | -2% | 6% | -3% | -12%
CC(=O)Nc1nc2c(c3c1c(=O)oc1ccccc13)CCCC2 | . | . | -1% | -1% | 8% | 3% | 0% | 4% | -5% | 1%
COc1ccc(Cl)cc1NC(=O)C1CCCN(c2cc(C)nc3ncnn23)C1 (stereo not given) | . | -2% | -2% | 3% | 18% | 4% | -6% | -6% | -6% | 5%
O=C(CS(=O)(=O)Cc1ccccc1)Nc1cccnc1 | -1% | -3% | 0% | 0% | 1% | 1% | -2% | -7% | 5% | 4%
CCOC(=O)c1cc2c(C)nn(-c3ccccc3)c2s1 | -1% | -25% | 3% | 1% | 25% | 2% | 8% | 27% | 13% | -11%
Cc1ccc2c(COC(=O)CNS(=O)(=O)c3ccccc3)cc(=O)oc2c1 | -7% | 12% | 5% | . | . | . | . | . | -2% | .
CCC(C)(C)n1nnnc1C(c1cc2cc(OC)c(OC)cc2[nH]c1=O)N1CCc2ccccc21 (stereo not given) | . | -41% | -11% | 0% | -2% | ? | 4% | -20% | -27% | -2%
O=C(NCCC1=CCCCC1)C1CCC(=O)N(Cc2ccc(Cl)cc2)C1 (stereo not given) | -1% | -28% | -3% | -1% | 9% | -2% | 2% | -4% | 3% | 6%
O=C1Nc2ccccc2Nc2ccc([N+](=O)[O-])cc21 | 2% | -38% | -2% | 3% | 15% | ? | 11% | ? | 3% | -4%
c1ccc(-n2nnnc2-c2cnc(-c3ccncc3)nc2-c2cccs2)cc1 | 7% | -1% | -6% | 2% | -45% | ? | 0% | ? | -12% | -10%
O=C(NC1CCCC1)c1cc(-c2ccc(F)cc2)on1 | -7% | 17% | 4.6µM* | 1µM* | -15% | -3% | 1.8µM* | -6% | ? | 4.8µM*
CCn1c(SCC(=O)Nc2nc(C)c(C)s2)nnc1-c1cccnc1 | . | 2% | -1% | -1% | 10% | -12% | -1%[1.84 µM] | -2% | -2% | 0%
CC1CCN(S(=O)(=O)c2ccc3ncn(CC(=O)N4CCN(C)CC4)c(=O)c3c2)CC1 | -6% | 4% | -3% | -7% | -15% | -2% | -8% | 3% | 0% | -2%
CN1C(=O)c2cccc3c(S(=O)(=O)N4CCCC4C(=O)O)ccc1c23 (stereo not given) | -4% | 10% | 2% | -1% | 14% | ? | -3% | -1% | -1% | 2%
CC1=NOC(=O)/C1=C\c1ccc(-c2ccc(Cl)cc2Cl)o1 | -7% | -49% | 0% | -13% | 2% | -2% | -2% | ? | -1% | 5.4µM*
CC(C)C(=O)Nc1ccc2c(c1)nc(CCN1CCN(c3ccccc3)CC1)n2C | 4% | -33% | 0% | -2% | 16% | . | -2% | -10% | -4% | -1%
COc1ccccc1NC(=O)CC(NCCN(C)C)C(=O)O (stereo not given) | . | 1% | -2% | 0% | -5% | -10% | 9% | 18% | 2% | 0%
O=C(c1cn(-c2ccccc2)nc1-c1ccc(F)cc1)N1CCCCC1 | -4% | -19% | -5% | -3% | ? | . | -7% | -1% | -2% | ?
CN(C)S(=O)(=O)c1ccc(Cl)c(C(=O)Nc2cccc3ncccc23)c1 | 0% | -1% | -10% | 4% | 21% | 8% | -6% | 1% | 1% | 0%
Cc1ccnc(NS(=O)(=O)c2ccc(NC(=O)C34CC5CC(CC(C5)C3)C4)cc2)n1 | 0% | -6% | 1% | -2% | ? | -2% | -5% | 18% | -9% | 3%
Cc1ccc(N2CC(C(=O)Nc3ccc(S(=O)(=O)Nc4ncccn4)cc3)CC2=O)cc1C (stereo not given) | -1% | 31% | 0% | 0% | -30% | -1% | -5% | 2% | 3% | -11%
COc1ccc(CNC(=O)c2cccs2)cc1 | . | 9% | 1% | 3% | ? | -6% | 1% | -1% | -2% | 4%
CSc1cccc(NC(=S)NCCCO)c1 | -1% | 1% | 1% | -6% | -14% | . | 5% | 12% | 2% | 1%
COc1ccccc1/C=C1\SC(=S)N(CCC(=O)Nc2cc(C)on2)C1=O | -2% | -33% | 2% | -1% | -31% | 5% | -4% | -4% | -8% | 3%
O=C(O)c1ccc(/C=N/Nc2ncc(Cl)cc2Cl)cc1 | 4% | 40% | 8% | 16% | 26% | ? | 26% | 0% | 9% | ?
CCOC(=O)c1[nH]c2c(c1C)C(=O)CC(c1ccc(OC)c(OC)c1)C2 (stereo not given) | 0% | -5% | 0% | -5% | 1% | 6% | 4% | 6% | 2% | 4%
Cc1nnc2n(-c3ccccc3)c(=O)c3c4c(sc3n12)CCCC4 | 22% | -6% | 6% | -2% | -21% | 15% | -12% | 1% | -5% | 0%
CCCCCCCn1c2c(c(=N)c3c1CCC3)CCCC2 | -21% | -88% | -16% | -39%[inhibitor] | 6.3µM* | -7% | -59%[inhibitor] | 5.6µM* | -11% | -2%
CCn1ccc(C(=O)Nc2ncc(C)s2)n1 | ? | ? | 0% | 0.79µM* | 11µM* | -3% | 0.79µM* | ? | 16% | ?
O=C(Nn1cnnc1)C1Cc2ccccc2CN1S(=O)(=O)c1ccc(F)cc1 (stereo not given) | 3% | 17% | 0% | 1% | ? | -9% | 0% | 1% | -4% | 0%
CC(C)CCOc1ccc(C(=O)NNC(=O)CNC(=O)c2ccccc2F)cc1 | 4% | -17% | -1% | . | . | . | . | . | 15% | .
c1ccc2sc(SN3CCOCC3)nc2c1 | 2% | 0% | 4% | 0% | 10µM* | -8% | 0% | 7.1µM* | 12% | 24µM*
Cc1ccccc1Nc1nnc(SCC2CCCCO2)s1 (stereo not given) | -5% | 84% | ? | 0.71µM* | ? | 9% | 2.8µM* | -2% | ? | 2.4µM*
Cc1cc(NC(=O)CCS(=O)(=O)c2ccc3c(c2)NC(=O)C(C)S3)ccc1Br (stereo not given) | 4% | -34% | -5% | 0% | 15% | -12% | 0% | -5% | 18% | -3%
